STAT3 blocker: IL-6 driven STAT3 reporter inhibitors, primary screen, U3A cells, luciferase, luminescence, MLSCN library; IL-6 STAT3-luciferase reporter; host cell line lacks STAT1; inhibition, % at 5.5 µM; actives 0.89% (n = 190,000); AID 862, 2007;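 active = inhibition above the mean inhibition across all screened compounds plus 3 SD, cut at about 44% in these data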;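 also: 0% = DMSO only wells and 100% = 100 µM nifuroxazide control wells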
Diaph inh CS: diaphorase inhibitors and chemical oxidizers, primary screen, counter-screen for diaphorase-coupled primary assays, biochemical, uHTS, resorufin fluorescence | actives 0.69% (n = 190,000) | inhibition, % at 20 µM | diaphorase resazurin-to-resorufin fluorescence, NADH, 16 min; bacterial (C. kluyveri) enzyme, not human;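 active = primary screen inhibition at 20 µM above a set limit, cut at about 50% in these data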;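 also: plate controls were DMSO with full reaction for no effect and wells lacking NADH for full effect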
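Test system: Clostridium kluyveri diaphorase enzyme / Quantity: diaphorase at 0.14 U/mL in enzyme working solution / Incubation: 16-min room-temperature incubation before reading / Benchmarks: NADH-free wells as positive control, DMSO-only neutral wells / Signal: resorufin fluorescence 544/590 nm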
TLR4 MyD88 comp: inhibitors of TLR4-MyD88 association in cells, primary screen, cell-based, HeLa CL3-4, BLA complementation, FRET ratio; Toll-like receptor 4 (Homo sapiens) + Myeloid differentiation primary response protein …; HeLa CL3-4 TLR4/MyD88 BLA complementation; inhibition, % at 8.4 µM; actives 0.18% (n = 200,000); AID 861, 2007; in the data active = inhibition above about 25%;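 also: 0% = vehicle and 100% = reference inhibitor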
Target sequence (O00206 whole entry, looked up): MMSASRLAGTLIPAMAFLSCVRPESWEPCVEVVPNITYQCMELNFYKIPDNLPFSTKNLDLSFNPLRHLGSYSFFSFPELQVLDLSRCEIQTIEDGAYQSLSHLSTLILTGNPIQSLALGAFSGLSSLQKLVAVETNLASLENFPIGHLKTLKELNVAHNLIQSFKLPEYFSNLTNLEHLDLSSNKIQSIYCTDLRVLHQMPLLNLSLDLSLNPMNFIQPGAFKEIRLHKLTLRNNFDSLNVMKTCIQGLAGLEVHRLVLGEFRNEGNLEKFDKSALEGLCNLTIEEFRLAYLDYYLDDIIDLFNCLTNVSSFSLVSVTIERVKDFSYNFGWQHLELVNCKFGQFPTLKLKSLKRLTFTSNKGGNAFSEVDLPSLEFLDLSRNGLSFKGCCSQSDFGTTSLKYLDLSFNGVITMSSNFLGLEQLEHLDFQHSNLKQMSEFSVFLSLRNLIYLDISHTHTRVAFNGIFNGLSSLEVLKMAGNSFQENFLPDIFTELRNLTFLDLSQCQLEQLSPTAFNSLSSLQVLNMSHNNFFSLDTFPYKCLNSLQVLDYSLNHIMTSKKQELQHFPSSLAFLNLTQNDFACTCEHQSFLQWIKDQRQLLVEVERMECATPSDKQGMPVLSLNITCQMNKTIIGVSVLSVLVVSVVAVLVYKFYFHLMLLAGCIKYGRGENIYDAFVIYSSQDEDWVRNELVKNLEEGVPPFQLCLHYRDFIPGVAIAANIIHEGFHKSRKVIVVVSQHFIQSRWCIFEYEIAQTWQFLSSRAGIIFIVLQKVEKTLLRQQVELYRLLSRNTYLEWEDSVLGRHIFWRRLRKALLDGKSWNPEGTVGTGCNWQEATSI
Target sequence (Q99836 whole entry, looked up): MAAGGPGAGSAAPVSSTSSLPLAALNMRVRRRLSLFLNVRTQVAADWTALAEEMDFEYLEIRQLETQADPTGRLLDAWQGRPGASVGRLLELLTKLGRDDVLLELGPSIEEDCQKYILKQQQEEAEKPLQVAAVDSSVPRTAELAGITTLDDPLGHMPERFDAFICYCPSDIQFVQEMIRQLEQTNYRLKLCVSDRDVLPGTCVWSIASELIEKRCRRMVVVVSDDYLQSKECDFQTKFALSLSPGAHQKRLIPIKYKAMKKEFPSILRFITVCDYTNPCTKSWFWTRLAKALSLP
G6PDH CS: L. mesenteroides G6PDH inhibitors, counter-screen for G6PDH-coupled screening assays, biochemical, Leuconostoc mesenteroides enzyme; glucose-6-phosphate dehydrogenase [Leuconostoc mesenteroides]; Purified L. mesenteroides G6PDH, diaphorase/resazurin coupled fluorescence, 45 min; AID 1020, 2008; inhibition, % at 5 µM; actives 0.12% (n = 200,000); in the data active = inhibition above about 50%
APP 5UTR inh: inhibitors of APP translation via 5'UTR reporter, primary screen, APP 5'UTR luciferase, SH-SY5Y cells. SH-SY5Y APP 5'UTR-luciferase reporter, luminescence. inhibition, % at 2 µM. actives 0.82% (n = 190,000);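 active = inhibition above a set limit, derived from the sample mean plus 3 SD, cut at about 45% in these data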; also: values of inactives mirror those of a sister screen read the other way
STAT3 activator: IL-6 driven STAT3 reporter potentiators, primary screen, U3A cells, luciferase, luminescence, MLSCN library | activation (% of control), % at 5.6 µM | IL-6 STAT3-luciferase reporter; 100% = signal with IL-6 EC80 alone | actives 0.91% (n = 190,000);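 active = activation above the screen-wide mean of compound activation plus 3 SD, cut at about 130% in these data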;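 also: 0% = background luminescence of wells with medium and substrate only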
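Material: STAT3-luciferase reporter U3A cells; Probe or stimulus: IL-6 (33 ng/mL); Incubation: compound pre-incubation 1 h before IL-6, then 6 h stimulation at 37 °C; Technique: luminescence from STAT3-driven luciferase reporter; Evaluation: % activation versus median of IL-6-stimulated wells; Controls: IL-6-only high control.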
Diaph act CS: compounds boosting diaphorase resazurin reduction – biochemical, uHTS, resorufin fluorescence, counter-screen for diaphorase-coupled primary assays, primary screen; actives 0.005% (n = 190,000); activation factor at 20 µM; AID 1229, 2008; Diaphorase/resazurin coupled assay, 16 min; hits give high values; 1 = vehicle wells, 0 = NADH-free wells;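 active = diaphorase activity raised at least twofold by the compound at 20 µM; inactive = activation factor below 2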
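Test system: Clostridium kluyveri diaphorase, purified enzyme; input: enzyme 0.07 U/mL final; buffer or medium: 50 mM HEPES pH 7.4 with 4.542 mM MgCl2, 0.005% Tween 20; also added: 0.114 mM NADH and 0.1 mM resazurin, final amounts; schedule: 16 min enzyme reaction, ambient temperature; technique: fluorescence of resorufin, 544 nm excitation, 590 nm emission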
STAT1 blocker: STAT1 signaling inhibitors, primary screen, cell-based, HTS, luciferase reporter; inhibition, % at 5.5 µM; actives 0.35% (n = 200,000); NIH 3T3 STAT1-luciferase reporter, IFN-gamma, luminescence;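 active = inhibition above a set limit, the mean inhibition across all tested compounds plus 3 SD, cut at about 34% in these data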;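 also: 0% = IFN-gamma with DMSO and 100% = IFN-gamma with 300 µM nifuroxazide; values of inactives mirror those of a sister screen read the other way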
STAT1 activator: STAT1 signaling activators, primary screen, cell-based, HTS, luciferase reporter; NIH 3T3 STAT1-luciferase reporter, IFN-gamma, luminescence; 100% = IFN-gamma alone, no compound; activation (% of control), % at 5.5 µM; actives 2.6% (n = 200,000);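 active = activation above the screen-wide mean activation plus 3 SD, cut at about 130% in these data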;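 also: raw ratio to IFN-gamma control signal so 100% means no change and 0% no light; values of inactives mirror those of a sister screen read the other way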
Hsp70 act: Hsp70 transcriptional activators, primary screen, cell-based, HeLa, Hsp70 promoter luciferase, luminescence, 10 µM | HeLa Hsp70 promoter luciferase reporter; scaled: vehicle 0, proteasome-inhibitor control 100% | activation, % at 10 µM | actives 0.04% (n = 200,000) | AID 1203, 2008;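 active = activation above the mean across all tested compounds plus 3 SD, cutoff set per campaign, cut at about 5.5% in these data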;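 also: 100% = MG132 at 30 µM as the positive control and 0% = DMSO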
The depositor's hits bear a star; · = no result given.

1) Cc1cnc(C(=O)Nc2ccc(N3CCOCC3)cc2)cn1
2) CCCNS(=O)(=O)c1ccc2c(c1)CCCN2C(C)=O
3) CC1(C)CC(O)C(CCC(O)c2ccccc2)C(C)(C)N1 (centres undefined)
4) Cn1nc(-c2ccccc2)c2nc3ccccc3nc21
5) C=CCOn1c(=O)c(=O)n(OCc2ccccc2)c2ccccc21
6) C=CCOC(=O)COc1ccc2c(C)c(CC)c(=O)oc2c1
7) Cc1ccc(C(C)C)cc1OCCCCN1CCCC1
8) NC(=O)c1ccsc1N
9) Cc1cc(C)nc(N/N=C/C2=C(N3CCOCC3)C(=C\c3ccc(Cl)cc3)/CC2)n1
10) N#Cc1c(N)n(CCNC(=O)c2ccc(Cl)cc2)c2nc3ccccc3nc12
assay / entry,1,2,3,4,5,6,7,8,9,10
STAT3 blocker,5,6,-1,-51,17,18,-4,8,-8,28
Diaph inh CS,7,9,12,30,7,19,-2,-11,24,11
TLR4 MyD88 comp,2,4,-1,28*,7,6,-3,-7,-4,-22
G6PDH CS,1,-1,1,3,4,-12,-1,12,7,9
APP 5UTR inh,-8,-6,3,4,-11,17,-9,13,7,-13
STAT3 activator,99,100,105,150*,89,88,101,99,107,79
Diaph act CS,0.9,0.9,0.9,0.7,0.9,0.8,1,1.1,0.8,0.9
STAT1 blocker,-24,1,-5,14,2,6,-3,2,-8,-2
STAT1 activator,122,99,105,88,99,95,103,98,107,102
Hsp70 act,0.2,-0.4,-0.1,0.0,-0.2,-0.3,-0.4,-0.1,-0.1,-0.1

11) Cn1ccnc1C1CCCCN1Cc1nc(-c2ccc(Cl)cc2)no1 (centres undefined)
12) O=C(Nc1ccccc1Cl)c1cc(S(=O)(=O)N2CCCCC2)ccc1N1CCOCC1
13) COc1ccc(CCNC2CC(=O)N(CCc3ccc(OC)c(OC)c3)C2=O)cc1OC (centres undefined)
14) Cc1cccc(-c2nnc(SCC#N)n2-c2cccc(Cl)c2)c1
15) Cc1ccc(NC(=O)CCSc2nnc3ccccn23)cc1
16) CCOC(=O)C1CCCN(C(=O)c2cc3nc(-c4ccc5c(c4)OCO5)cc(C(F)(F)F)n3n2)C1 (centres undefined)
17) COc1ccc(CCN(Cc2cccs2)S(=O)(=O)c2ccc(S(=O)(=O)N3CCC(C)CC3)cc2)cc1OC
18) COc1ccc(CC(=O)Nc2nc(-c3ccncc3)cs2)cc1
19) CC(=O)c1ccc(NS(=O)(=O)c2ccc(N)cc2)cc1
20) CCCc1oc2c(c(=O)c1CC)C(=O)CC(C)(C)C2
assay / entry,11,12,13,14,15,16,17,18,19,20
STAT3 blocker,0,5,-10,4,20,-8,0,30,4,5
Diaph inh CS,·,9,2,18,7,25,8,-2,-2,-3
TLR4 MyD88 comp,10,2,11,4,-3,15,7,-8,-8,-3
G6PDH CS,18,14,3,9,7,6,-17,8,8,12
APP 5UTR inh,-8,-19,4,1,2,-14,0,-2,-2,-16
STAT3 activator,102,102,113,99,85,109,99,77,98,98
Diaph act CS,·,0.9,1,0.8,0.9,0.7,0.9,1,1,1
STAT1 blocker,-1,-5,3,7,0,4,0,-2,2,4
STAT1 activator,99,104,98,94,100,96,100,101,96,96
Hsp70 act,-0.1,-0.1,-0.5,0.1,-0.4,-0.1,0.1,-0.2,-0.4,-0.3

A second format for three compounds above.
entry	structure	STAT3 blocker	Diaph inh CS	TLR4 MyD88 comp	G6PDH CS	APP 5UTR inh	STAT3 activator	Diaph act CS	STAT1 blocker	STAT1 activator	Hsp70 act
9	Cc1cc(C)nc(N/N=C/C2=C(N3CCOCC3)C(=C\c3ccc(Cl)cc3)/CC2)n1	-8	24	-4	7	7	107	0.8	-8	107	-0.1
10	N#Cc1c(N)n(CCNC(=O)c2ccc(Cl)cc2)c2nc3ccccc3nc12	28	11	-22	9	-13	79	0.9	-2	102	-0.1
11	Cn1ccnc1C1CCCCN1Cc1nc(-c2ccc(Cl)cc2)no1 (centres undefined)	0	·	10	18	-8	102	·	-1	99	-0.1

The results go on.
21) CCCn1c(=O)[nH]c2ccccc21
22) CC(=O)c1cccc(N(CC(=O)NCC2CCCO2)C(=O)CCC(=O)Nc2cc(C)on2)c1 (centres undefined)
23) COCCNC(=O)c1snc2ccc(Cl)cc12
24) CN(C)S(=O)(=O)c1ccc(C(=O)Nc2cc(S(=O)(=O)Nc3ccccc3Cl)ccc2N2CCCCC2)cc1
25) O=C(O)c1cc(Br)ccn1
26) O=C(O)c1cc(-c2ccc(Cl)cc2)n[nH]1
27) Cc1cccc(NC(=O)Nc2cc(C)cc(C)n2)c1
28) Cc1ccc(N2C(=O)NC(C(F)(F)F)(C(F)(F)F)C3=C2CC(C)(C)CC3=O)cc1
29) O=C(c1ccc(CS(=O)(=O)c2c(Cl)cccc2Cl)o1)N1CCCC1
30) COc1ccccc1C1C2=C(CC(C)(C)CC2=O)Nc2nnnn21 (centres undefined)
assay / entry,21,22,23,24,25,26,27,28,29,30
STAT3 blocker,1,-6,9,-1,5,8,22,-4,13,3
Diaph inh CS,7,-1,-14,17,19,6,0,5,8,16
TLR4 MyD88 comp,7,-11,1,3,5,-7,-7,-1,-2,4
G6PDH CS,8,11,26,6,8,24,2,11,10,-6
APP 5UTR inh,6,-5,-14,-41,2,5,-173,3,-2,2
STAT3 activator,103,107,95,109,102,98,88,104,96,99
Diaph act CS,0.9,1,1.1,0.8,0.8,0.9,1,0.9,0.9,0.8
STAT1 blocker,5,-3,-13,4,5,-17,-74,5,11,6
STAT1 activator,95,103,109,97,94,114,169*,96,90,94
Hsp70 act,-0.1,0.7,0.1,-0.1,-0.3,-0.2,0.4,-0.5,-0.2,-0.3

By substructure, the entries above containing a thiophene ring, fused or not.
8) NC(=O)c1ccsc1N
17) COc1ccc(CCN(Cc2cccs2)S(=O)(=O)c2ccc(S(=O)(=O)N3CCC(C)CC3)cc2)cc1OC
assay / entry,8,17
STAT3 blocker,8,0
Diaph inh CS,-11,8
TLR4 MyD88 comp,-7,7
G6PDH CS,12,-17
APP 5UTR inh,13,0
STAT3 activator,99,99
Diaph act CS,1.1,0.9
STAT1 blocker,2,0
STAT1 activator,98,100
Hsp70 act,-0.1,0.1

(list continues)
31) CCOC(=O)C1(c2ccccc2)NC(c2ccccc2C)C2C(=O)N(c3ccc4c(c3)OCO4)C(=O)C21 (centres undefined)
32) COc1ccc(NC(=O)COc2ccccc2C#N)c(S(=O)(=O)N2CCCCC2)c1
33) CCOC(=O)C1(Cc2cccc(Cl)c2)CCCN(C2CCN(C(C)=O)CC2)C1 (centres undefined)
34) Cc1ccc(NC(=O)COC(=O)/C=C/c2cccs2)c(C)c1
35) Cc1cc(C)c(-c2cc(NC(=O)CSc3n[nH]c(N)n3)n(-c3ccccc3)n2)cc1C
36) COc1ccc(Nc2ccc(N3C(=O)CC(C)C3=O)cc2[N+](=O)[O-])cn1 (centres undefined)
37) Cc1nc(CCNC(=O)CC2C(=O)NCCN2Cc2ccc(F)cc2)sc1C (centres undefined)
38) O=[N+]([O-])C(=C1Nc2ccccc2N1)/C(Cl)=C(/Cl)Br
39) Cc1ccc(N2CCN(c3cc(C)nc4nc(C)nn34)CC2)c(C)c1
40) CC1CCC(C(C)C)C(OCC(O)CN2CCN(Cc3ccccc3)CC2)C1 (centres undefined)
assay / entry,31,32,33,34,35,36,37,38,39,40
STAT3 blocker,-4,12,-4,-4,-2,1,7,-4,3,13
Diaph inh CS,16,5,-17,2,10,26,6,24,4,11
TLR4 MyD88 comp,-4,16,-3,-2,-12,2,5,-8,-6,9
G6PDH CS,4,-2,13,5,17,11,14,10,6,0
APP 5UTR inh,-16,19,-15,-1,8,4,11,12,9,22
STAT3 activator,106,95,107,103,102,101,105,107,98,97
Diaph act CS,0.8,0.9,1.2,1,0.9,0.7,0.9,0.8,1,0.9
STAT1 blocker,0,-5,-9,-3,2,7,-7,8,-2,4
STAT1 activator,101,106,106,103,98,93,105,93,102,96
Hsp70 act,-0.2,0.1,-0.3,0.0,-0.5,-0.3,-0.1,-0.7,-0.1,-0.4

41) CNC(=O)c1[nH]cnc1C(=O)N[C@@H](C)C(=O)OC(C)(C)C
42) O=C(CSc1ccccc1)NCCCc1ccccc1
43) COc1ccc(Cl)cc1NC(=O)CSc1nnc(-c2ccncc2)n1CC1CCCO1 (centres undefined)
44) CCc1nn(CC(=O)O)c(=O)c2ccccc12
45) Cc1ccc(OCC(=O)N/N=C/c2ccc3c(c2)OCO3)cc1C
46) CCn1c(=O)cc(SCC(=O)NCCN2CCN(Cc3ccccc3)CC2)c2ccccc21
47) CC(=O)Nc1ccc(S(=O)(=O)N2CC3(C)CC2CC(C)(C)C3)cc1 (centres undefined)
48) COc1ccc(-n2c(-c3cccc(OC)c3)nc(=S)c3c2CCCC3)cc1
49) COC(=O)C1=C(C)NC(=O)CC1c1ccc(C(=O)OC)cc1 (centres undefined)
50) CCC(c1nnnn1C1CCCC1)N1CCN(Cc2ccccc2)CC1 (centres undefined)
51) CCN(CC)CC#CC(C)(C)OC(C)=O
assay / entry,41,42,43,44,45,46,47,48,49,50,51
STAT3 blocker,·,5,6,10,-9,14,-30,10,1,0,1
Diaph inh CS,12,7,18,11,-3,11,15,27,24,14,·
TLR4 MyD88 comp,-5,7,-7,-9,-2,-1,0,-12,5,4,4
G6PDH CS,11,1,0,1,2,-31,4,10,3,2,·
APP 5UTR inh,-6,9,5,-11,-7,12,12,-17,19,-34,-4
STAT3 activator,·,99,103,99,108,92,137*,97,103,103,108
Diaph act CS,0.9,0.9,0.8,0.9,1,0.9,0.9,0.7,0.8,0.9,·
STAT1 blocker,1,-3,7,5,-2,0,6,10,2,0,0
STAT1 activator,100,101,93,95,100,100,94,91,98,100,100
Hsp70 act,0.4,-0.2,0.0,0.1,-0.2,-0.4,0.2,-0.5,0.4,-0.1,-0.1
